L3MBTL1 block = blocks human L3MBTL1; Q9Y468; AlphaScreen L3MBTL1–H3K9me1 peptide binding; Potency, µM (series often up to 57.1 µM), inactives show at the top dose activity, negative = inhibition, actives largely listed as inhibitors; actives 0.66% (n = 230,000); AID 485360; also: nearly all actives have a fitted effect of over 60% in size
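AlphaScreen assay: L3MBTL1 (50 nM final) was preincubated 30 min at room temperature with biotinylated H3(1-15)K9me1 peptide (75 nM final), then 30 min with library compounds; streptavidin donor and nickel chelate acceptor beads (10 ug/mL final) added, 30 min dark.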
GAA glycogen = GAA glycogen-cleavage inhibition or activation; P10253; recombinant GAA, glycogen substrate, Amplex Red glucose oxidase fluorescence; Potency, µM (top dose mostly 76.4 µM), without a hit: at the top dose activity change, negative = inhibition, usual class: inhibitors; actives 0.38% (n = 300,000);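 also: 0% = full enzyme reaction and -100% = no-enzyme basal signal; the screen sought inhibitors and activators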
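Recombinant enzyme (4 nM final) with compounds titrated up to 77 uM and bovine liver glycogen (30 ug) in citrate pH 5.0, 0.01% Tween-20, 37 C 40 min. Released glucose detected by Amplex Red/glucose oxidase (Ex 573/Em 610); AC50 from Hill fits.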
TRb-SRC2 inh = disrupts binding of human TR beta to SRC2 | P10828 | TRbeta-SRC2 peptide binding, fluorescence polarization; receptor liganded with 1 µM T3 | Potency, µM (top dose mostly 106 µM), for the others: at the highest dose activity change, negative = inhibition, most hits filed as inhibitors | actives 0.065% (n = 280,000) | AID 1469;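 also: plate controls were bound peptide for no effect and peptide without receptor for full effect; nearly all actives have a fitted effect of over 50% in size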
Target sequence (P10828 whole entry, looked up): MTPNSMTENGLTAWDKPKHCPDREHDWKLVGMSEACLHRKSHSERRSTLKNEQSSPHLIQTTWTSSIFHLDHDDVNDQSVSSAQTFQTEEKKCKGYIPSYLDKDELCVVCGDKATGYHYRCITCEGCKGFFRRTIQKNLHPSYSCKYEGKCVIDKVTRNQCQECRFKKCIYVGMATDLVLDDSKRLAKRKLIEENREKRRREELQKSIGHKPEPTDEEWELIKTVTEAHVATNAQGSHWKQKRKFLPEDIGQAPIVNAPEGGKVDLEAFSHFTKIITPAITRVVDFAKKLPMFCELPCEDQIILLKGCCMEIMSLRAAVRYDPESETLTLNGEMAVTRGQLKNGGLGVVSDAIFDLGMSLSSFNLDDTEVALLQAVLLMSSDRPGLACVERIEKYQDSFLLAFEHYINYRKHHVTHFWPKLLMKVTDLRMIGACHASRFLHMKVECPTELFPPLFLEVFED
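Compounds were added to 0.6 uM TRb ligand-binding domain and 20 nM Texas Red-labeled SRC2 peptide in Tris buffer containing 1 uM T3, incubated 5 hr at ambient temperature, then read by fluorescence polarization.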
RECQ1 inh = RECQ1 (human) helicase inhibition | P46063 | RECQ1 DNA unwinding, red fluorescence kinetic read | Potency, µM (series often up to 57.3 µM), for inactives: at the top dose activity, negative = inhibition, actives largely listed as inhibitors | actives 0.54% (n = 240,000);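 also: plate controls were vehicle for no effect and no enzyme for full effect; nearly all actives have a fitted effect of over 30% in size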
Target sequence (P46063 whole entry, looked up): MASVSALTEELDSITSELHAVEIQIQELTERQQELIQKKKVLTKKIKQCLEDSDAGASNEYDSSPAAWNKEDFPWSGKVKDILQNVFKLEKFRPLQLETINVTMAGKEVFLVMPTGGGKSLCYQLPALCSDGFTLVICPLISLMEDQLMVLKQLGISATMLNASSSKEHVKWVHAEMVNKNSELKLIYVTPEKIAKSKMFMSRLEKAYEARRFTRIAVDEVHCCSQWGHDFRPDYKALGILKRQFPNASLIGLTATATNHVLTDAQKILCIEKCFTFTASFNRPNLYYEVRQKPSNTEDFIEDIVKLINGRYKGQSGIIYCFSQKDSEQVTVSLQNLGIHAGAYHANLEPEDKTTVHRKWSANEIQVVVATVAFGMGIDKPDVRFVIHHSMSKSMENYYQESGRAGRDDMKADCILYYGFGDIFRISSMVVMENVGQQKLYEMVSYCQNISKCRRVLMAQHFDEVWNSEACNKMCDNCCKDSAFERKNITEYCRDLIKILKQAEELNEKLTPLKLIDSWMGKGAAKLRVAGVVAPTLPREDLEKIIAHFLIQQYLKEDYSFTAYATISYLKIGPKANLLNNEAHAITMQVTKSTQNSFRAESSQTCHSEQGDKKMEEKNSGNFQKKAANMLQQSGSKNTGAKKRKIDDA
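RECQ1T1 50 nM; forked duplex (20 bp + 30-nt ss tails) 200 nM, ATP 2 mM final; pH 8.0, 2 mM MgCl2, 2.5 ug/ml poly(dI-dC); 15 min compound preincubation; discontinuous kinetic read over 2 h at RT.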
GAA inh = blocks human lysosomal alpha-glucosidase; Potency, µM (titrated, usually from 76.9 µM), for inactives: at the top dose activity change, negative = inhibition, most hits filed as inhibitors; actives 0.005% (n = 200,000); P10253; purified human GAA, 4-MU-alpha-glucoside fluorescence;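 also: plate controls were uninhibited enzyme wells for no effect and no-enzyme background for full effect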
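Enzyme (4 nM final) mixed with compound (up to 77 uM), then 4-MU-alpha-D-pyranoside (400 uM final) added; 20 min at room temperature, pH 5.0. Reaction stopped at pH 10, fluorescence read, AC50 derived by Hill fit.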
TexasRed fluor = counter-screen for TRb-SRC2 inhibitors: fluorescence interference; TRb/SRC2 Texas Red total fluorescence interference; AID 1479; actives 0.29% (n = 280,000); Potency, µM (top dose mostly 106 µM), without a hit: top-dose fluorescence change, negative = quenching; active = well fitted curve in either direction with a large enough effect; inconclusive = small, poorly fitted or top-dose-only effect
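Human TRb ligand-binding domain at 0.6 uM with 20 nM Texas Red SRC2 peptide in Tris buffer containing 1 uM T3 and 5% DMSO, incubated with compound 5 h at ambient temperature. Total fluorescence (555/632 nm) calculated as parallel + 2 × perpendicular.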
aGlu spleen mod = lysosomal alpha-glucosidase (human) modulation; human spleen homogenate, 4-MU-alpha-glucoside fluorescence; Potency, µM (top dose mostly 79.9 µM), for the others: at the top dose activity change, negative = inhibition, most hits filed as inhibitors; actives 0.006% (n = 240,000); AID 2112;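 also: 0% = enzyme with vehicle and -100% = no enzyme basal signal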
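Compounds were titrated against alpha-glucosidase in spleen homogenate at pH 5.0, with 1 mM 4-methylumbelliferyl substrate for 40 min at 37 C. Reactions were quenched with pH 10 NaOH/glycine and fluorescence measured.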
GoLoco inh red = RGS12 GoLoco-Gai1 interaction inhibition. P63096. Gai1:RGS12 GoLoco peptide FP, rhodamine, 10 min. Potency, µM (top dose mostly 61.6 µM), without a hit: at the highest dose activity, negative = inhibition, actives largely listed as inhibitors. actives 0.44% (n = 230,000); active = well fitted inhibition curve with a large enough effect, not every such curve was filed as active; inactive = no such curve, though single readings can be large or run the other way; also: nearly all actives have a fitted effect of over 30% in size; many of its hits are not listed in these tables
An asterisk follows results filed as active; i = inactive; u = inconclusive; x = not tested or not shown; & = joins results of further samples; [ ] = remark or other dose. Unless noted, calls follow the shape of the dose curve; as a rule, active = well fitted curve in the direction sought with a large enough effect; inconclusive = small, poorly fitted or top-dose-only effect, or another doubt; inactive = no such curve, though single readings can be large; an effect the other way counts as inactive or inconclusive. Unless noted, % is scaled to controls: 0 for no effect and ±100 for the full control effect; potency is read from the fitted curve at half-maximal effect. These rows are one share of the data, so the mix of outcomes need not match the whole.

Order of values: L3MBTL1 block | GAA glycogen | TRb-SRC2 inh | RECQ1 inh | GAA inh | TexasRed fluor | aGlu spleen mod | GoLoco inh red
> Cc1ccc(C)c2[nH]c(=O)c(C(c3nnnn3C(C)(C)C)N3CC=C(c4ccc(F)cc4)CC3)cc12 (stereo unspecified)
  1% | 5% | 2% | -6% | 9% | 0% | -9% | -3%
> NNC(=O)c1cccc(S(=O)(=O)Nc2cccc(C(F)(F)F)c2)c1
  x | u | 1% | -7% | x | -1% | -6% | -9%
> O=C(NCCCN1CCc2ccccc2C1)C1CCN(S(=O)(=O)N2CCC3(CC2)OCCO3)CC1
  x | 4% | -1% | -4% | -2% | 0% | 11% | -3%
> c1ccc2c(c1)CCNC2c1ccncc1 (stereo unspecified)
  5% | 0% | 10% | u | x | -2% | 6% | 3%
> N/C(=N\OC(=O)COc1ccc(Cl)cc1)c1ccc(Cl)cc1
  1% | -4% | 3%[53 µM] | -13% | 2% | -1%[53 µM] | -11% | 4%
> O=C(CNc1ccccc1)N/N=C/c1ccc2c(c1)OCO2
  -8% | -16% | -1% | -10% | -2% | u | -1% | 37%[activator]
> CC1=C(C(=O)O)N2C(=O)C(NC(=O)c3nn(C)cc3[N+](=O)[O-])C2SC1 (stereo unspecified)
  11% | 9% | -1% | i | 13% | 0% | -6% | 14%
> Cc1nnc(SCC(=O)NCC2CCCO2)n1-c1ccccc1 (stereo unspecified)
  -7% | -13% | -3% | -5% | 4% | -1% | 10% | -10%
> Brc1c(-c2ccc3c(c2)OCO3)nc2ncccn12
  5% | -6% | 3% | -10% | -7% | -1% | -1% | 12%
> CCOC(=O)N1CCC(c2[nH][nH]c(=O)c2C)CC1
  x | -14% | -8% | -5% | -8% | 2% | 4% | 7%
> C=CCn1c(=O)[nH]c2cc(C(=O)N3CCN(c4cc(C)ccc4C)CC3)ccc2c1=O
  x | -3% | -4% | i | -3% | -6% | 3% | 6%
> COc1ccc(-c2[nH]ncc2-c2cnn(-c3ccccc3)c2)c(O)c1
  -4% | -9% | -3% | -13% | 0% | -1% | -4% | -3%
> Cc1cc(C)n(C(=O)CNC(=O)c2ccc3c(c2)OCCO3)n1
  3% | 0% | 2% | i | -6% | -4% | -12% | 5%
> COc1ccccc1OCC(=O)N(Cc1nc(-c2ccccc2)no1)C1CCCCC1
  2% | -6% | -3% | -13% | -13% | -9% | -14% | 8%
> CC(C)(C)Nc1oc(-c2ccccc2)nc1-c1cccc2ccccc12
  x | x | -2% | -5% | x | 0% | -4% | 1%
> COC(=O)CCCC1=CC2=CC(=O)C(C)(OC(=O)c3cccs3)C(=O)C2=CN1Cc1ccc2c(c1)OCO2 (stereo unspecified)
  x | -7% | 1%[11.2 µM] | -22% | x | -15%[11.2 µM] | 0%[17.4 µM] | 15%[14.2 µM]
> CC(C)N(C)C1CCN(C(=O)Nc2ccc(Cl)cc2)CC1
  2% | 11% | -2% | -15% | -5% | 1% | 0% | 4%
> CC1=C(C(=O)Nc2ccccc2C)C2(CCCC2)C(C(N)=O)C(=O)N1 (stereo unspecified)
  x | 12% | -22% | i | -5% | 3% | -9% | -2%
> Cc1ccc(OCC(=O)N2CC(C)OC(C)C2)c([N+](=O)[O-])n1 (stereo unspecified)
  3% | -3% | -2% | -1% | 6% | -3% | 0% | 0%
> O=C(Nc1ccc(-c2cn3ccsc3n2)cc1)C1COc2ccccc2O1 (stereo unspecified)
  -9% | -5% | 4% | 0% | -8% | 1% | -3% | 1%
> COc1cccc(OCc2nc3ccccc3[nH]2)c1
  3% | 11% | -1% | -4% | -5%[15.4 µM] | -3% | -4% | -4%
> CC1=C(C#N)C(NC(=O)C(C)(C)C)(C(F)(F)F)C(=O)N1 (stereo unspecified)
  4% | 4% | -4% | -1% | -10% | 0% | -1% | 3%
> CCC(=O)Nc1nnc(-c2ccc(Cl)s2)o1
  x | 1% | -6% | i | -4% | 0% | 3% | -3%
> S=C(Nc1ccccc1)Nc1cccc(Cl)c1Cl
  -5% | -19% | 4% | i | 10% | -1% | 7% | 19%
> CC(C)[C@@H](CC(=O)N[C@@H]1CCCC[C@H]1C(=O)N[C@H](CC(=O)N[C@@H](CCC(=O)O)CC(=O)O)Cc1c[nH]c2ccccc12)NC(=O)C[C@H](Cc1ccccc1)NC(=O)[C@@H]1CCCC[C@H]1N
  x | x | 0% | -6% | x | -3% | -2% | 0%
> CCOC(=O)C1CCN(CC(=O)Nc2c(C(=O)OC)n(C)c3cccc(C)c23)CC1
  8% | -1% | 5% | -1% | 4% | -1% | -2% | -3%
> Cc1ccc(C(=O)N2CCCC2)cc1S(=O)(=O)Nc1ccccc1
  -3%[11.4 µM] | 4% | 0% | -5% | 0% | 1% | 3% | 0%
> COCCCNC(=O)CCC(=O)NNc1nc2ccccc2c2nc(C)nn12
  x | u | -6%&-2% | -6% | -1% | 0%&-3% | 2% | 6%
> CCC(=O)NC(=S)NNC(=O)c1ccc(O)cc1
  5% | -5% | 3% | 8% | 5% | -6% | -3% | -4%
> COC(=O)c1ccc(C(=O)OC)c(NC(=O)/C=C/C(=O)O)c1
  -5% | 3% | -1% | -3% | x | 0% | 0% | -36%

(cont.)
Order of values: L3MBTL1 block | GAA glycogen | TRb-SRC2 inh | RECQ1 inh | GAA inh | TexasRed fluor | aGlu spleen mod | GoLoco inh red
> S=c1[nH]nc(CSCc2ccccc2Cl)n1-c1ccccc1
  0% | u | -7% | i | -2% | 1% | 4% | -11%
> Cc1cc2ccccn2c1C(=O)c1ccc(Cl)c([N+](=O)[O-])c1
  -16% | 8% | 0% | i | u | -3% | -6% | 3%
> CCCc1cc(=O)[nH]c(SCC(=O)c2cc(C)n(C(C)COC)c2C)n1 (stereo unspecified)
  5% | 0% | 5% | -4% | -9% | 1% | 6% | -1%
> O=C(c1ccccc1)c1nn(-c2ccccc2)c(=O)cc1C(F)(F)F
  -4% | -9% | 4% | -3% | 1% | 0% | -5% | 4%
> COn1cnnc1-c1ccccc1
  -6% | -3% | -2% | -2% | 2% | -4% | -2% | 8.9µM*
> O=C(CSc1ncnc2sccc12)Nc1ccccc1F
  x | 2% | 1% | i | -5% | 1% | -5% | 5%
> CC(C)c1nnc(NC(=O)CSc2nc3ccccc3s2)s1
  2% | 3% | 0% | -12% | -20% | -1% | -8% | 0%
> CCN(CC)C(=O)c1sc(NC(=O)c2cccc([N+](=O)[O-])c2)c(C#N)c1C
  -3% | 10% | 3% | 13% | 1% | -9% | -6% | -12%
> Cc1ccc(N(Cc2cc(=O)[nH]c3ccccc23)C(=O)c2ccco2)cc1
  x | -6% | -8% | i | 8% | 2% | -4% | -8%
> COc1ccc(-n2cnc3scc(-c4ccccc4)c3c2=O)cc1
  -18% | 11% | 5% | -3% | 3% | 0% | 0% | -15%
> O=C(NCc1cccs1)Nc1cc(Cl)ccc1Cl
  -7% | -1% | -11% | -6% | 0% | -4% | 6% | -28%
> O=C1C2C3C=CC(C3=C3CCCCC3)C2C(=O)N1c1ccccc1 (stereo unspecified)
  1% | 0% | 0% | -2% | 3% | 1% | -6% | -17%
> CCn1cc(Cl)c(C(=O)N2N=C3/C(=C/c4cccs4)CCCC3C2c2cccs2)n1 (stereo unspecified)
  12%[11.4 µM] | -6% | 10% | -4% | -5% | -1% | -7% | 26%
> CCOc1ccc(NC(=O)c2cc(C)nc3ccccc23)cc1
  0% | -9% | -5% | i | -5% | -1% | -9% | 4%
> Cc1sc(NC(=O)c2ccco2)c(CN2CCN(c3ccccc3)CC2)c1C
  x | 22% | -3% | -6% | 7% | -1% | -1% | 5%
> CCOC(=O)c1c(C)nc2ncccn12
  x | 3% | -1% | -1% | 3% | -1% | 2% | 0%
> Cc1ccc(NC(=O)c2nnn(CC(=O)Nc3ccccc3)c2N)cc1C
  -6% | -1% | 14% | -2% | -22% | 1% | -9% | 0%
> Nc1nc(CSc2nc3ccccc3[nH]2)cs1
  -1% | 0% | -14% | i | 2% | -1% | 0% | 1%
> CCOc1ccc(S(=O)(=O)Nc2ccc(F)cc2)c(C)c1C
  x | -18% | -26% | i | -3% | 2% | -5% | 2%
> CC(C(=O)Nc1ccccc1-c1ccccc1)N1CCN(S(=O)(=O)c2ccccc2)CC1 (stereo unspecified)
  1% | 2% | -2% | -13% | u | 6% | -3% | -11%
> CCC(C)C(=O)Nc1cc(C(=O)OC)ccc1C(=O)OC (stereo unspecified)
  x | 4% | 6% | -6% | -2% | 2% | 0% | -4%
> Cc1ccc(N2C(=O)CC(NNc3nc4ccccc4s3)C2=O)cc1 (stereo unspecified)
  8% | -5% | -6% | -6% | -5% | 0% | -4% | 5%
> CCc1nc2ccc(F)cc2c(C(=O)NC2CCCCC2C)c1C (stereo unspecified)
  3% | 5% | -22% | -12% | u | 1% | -8% | 10%
> CCC(C)NS(=O)(=O)c1ccc(NS(=O)(=O)c2ccccc2[N+](=O)[O-])cc1 (stereo unspecified)
  21% | 0% | -12%[53 µM] | i | -2% | -2%[53 µM] | 5% | -14%
> CN(C)/C=C/C(=O)c1ccc(N2CCN(c3ncc(C(F)(F)F)cc3Cl)CC2)cc1
  x | -5% | -9% | -3% | -10% | 0% | -12% | 14%
> CCC(C)NC(=O)c1ccccc1C(=O)NC(C)CC (stereo unspecified)
  11% | 4% | 5% | 0% | -1% | -1% | -3% | 2%
> c1ccc(COc2ccc(-c3csnn3)cc2)cc1
  2% | 12% | -9% | -4% | -1% | -1% | -9% | -5%
> O=C(NCC(c1ccco1)N1CCCC1)c1ccc(Cl)cc1 (stereo unspecified)
  x | 11% | -17% | -3% | -2% | -1% | -6% | -2%
> O=C(NNS(=O)(=O)c1ccc(Br)cc1)c1cccs1
  8% | -29% | -6%[53 µM] | i | 14% | -2%[53 µM] | 4% | 0%

Three compounds from above, reduced to GAA inh, TexasRed fluor and aGlu spleen mod:
molecule	GAA inh	TexasRed fluor	aGlu spleen mod
O=C(CSc1ncnc2sccc12)Nc1ccccc1F	-5%	1%	-5%
CC(C)c1nnc(NC(=O)CSc2nc3ccccc3s2)s1	-20%	-1%	-8%
CCN(CC)C(=O)c1sc(NC(=O)c2cccc([N+](=O)[O-])c2)c(C#N)c1C	1%	-9%	-6%
